GPR35 antagonists: inhibition of zaprinast-stimulated GPR35 beta-arrestin translocation – imaging, U2OS, beta-arrestin-GFP, zaprinast agonist, primary screen (AID 2058). U2OS GPR35 beta-arrestin-GFP translocation imaging, zaprinast antagonism; higher % means a stronger effect. inhibition, % at 10 µM, or IC50 in µM where a hit was titrated. 290,000 compounds, 0.052% hits;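 active means inhibition of at least 50% with at least 30 cells and total cytoplasm GFP at most 10,000,000; inconclusive means under 30 cells or total GFP of 10,000,000 plus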
GPR55 beta-arrestin: selective activators of receptor GPR55 – imaging, U2OS cells, beta-arrestin-GFP redistribution, primary screen (AID 1961); 290,000 compounds, 0.048% hits; activation, % at 10 µM; hits with a dose series show EC50 in µM; U2OS GPR55 beta-arrestin-GFP redistribution imaging; higher % means a stronger effect;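 active means activation above 40% with more than 50 cells counted in the well; inconclusive means wells holding fewer than 50 cells, flagged as toxic or sparse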;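 further: U2OS osteosarcoma cells stably expressing GPR55 and beta-arrestin-GFP; plate controls were DMSO negative control for no effect and LPI positive control for full effect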
Large T inhibition: TAg ATPase/helicase activity blockers – biochemical (AID 1903). 310,000 compounds, 0.39% hits. SV40 large T antigen ATPase/helicase inhibition assay; higher % means a stronger effect. inhibition, % at 20 µM, or IC50 in µM where a hit was titrated; in the data active means a potency from the dose series; inconclusive means inhibition mostly from about 32% at the one dose, without a potency; inactive means the rest, 99 in 100 with inhibition below about 32%; further: strong numbers were not always called active
LYP phosphatase: PTPN22 lymphoid phosphatase activity blockers – biochemical, fluorescence intensity, uHTS (AID 1779) | recombinant LYP phosphatase, fluorescence intensity; higher % means a stronger effect | inhibition, % at 11.5 µM; hits with a dose series show IC50 in µM | 290,000 compounds, 0.054% hits; in the data active means inhibition above about 50%;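 further: plate controls were vehicle with enzyme for no effect and no enzyme for full effect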
GPR55 antagonists: GPR55 antagonists blocking LPI-driven arrestin recruitment, primary screen, imaging, U2OS, beta-arrestin-GFP, LPI agonist (AID 2013); U2OS GPR55 beta-arrestin-GFP translocation imaging, LPI antagonism; higher % means a stronger effect; inhibition, % at 10 µM; hits with a dose series show IC50 in µM; 290,000 compounds, 0.13% hits;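 active means spots per cell inhibited over 60%, with over 100 cells counted and total cytoplasm intensity under 500,000; inconclusive means wells with under 100 cells, flagged as likely toxic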;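 further: U2OS cells stably carrying GPR55 and arrestin-GFP stimulated by 5 µM LPI near EC80; imaged beta-arrestin-GFP aggregate spots per cell after agonist stimulation; plate controls were LPI-stimulated DMSO wells for no effect and DMSO wells without LPI for full effect; some results filed as inactive read as strong as hits; confirmed hits need IC50 under 10 µM and bright autofluorescent wells are also inconclusive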
T cell modulator: T cell immune modulators affecting CD8 T cell-vesicle binding. 330,000 compounds, 0.068% hits. 2C CD8+ T cell-vesicle binding, flow cytometry; stronger effect = lower value. calls only at 7 µM. AID 2052;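 active means response, share of CD8 T cells binding vesicles, and their 90th percentile fluorescence all below set limits, cut at about 80% in these data, passing the limit was not always enough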
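Material: murine 2C transgenic CD8+ T lymphocytes / Also added: QL9-peptide-loaded Drosophila micro-vesicles bearing Ld, ICAM-1 and B7-1 / Schedule: binding step 1.5 h, 37 °C, antibody labelling 20 min, ice / Signal: flow cytometry, PE anti-B7-1 (FL2) versus Alexa647 anti-CD8 (FL8), PFA-fixed / Evaluation: percent CD8+ FL2 mean versus row control / Benchmarks: naked versus QL9-loaded vesicles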
Hep lipid drop: hepatic lipid droplet formation modulation; AML12 mouse hepatocytes, oleate lipid droplets, BODIPY imaging; inhibition, % at 6.5 µM; 240,000 compounds, 0.4% hits; AID 1656;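 active means lipid droplet intensity inhibited by at least 50%, with more than 500 cells counted; inconclusive means wells with under 300 cells, treated as cytotoxic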
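Material: mouse AML12 hepatocyte cell line, fixed after treatment; Timing: compound with oleate, overnight; Technique: high-content imaging of BODIPY-stained droplets and DAPI nuclei; Probe or stimulus: oleate, 100 µM final; Dosing: compound at 6.5 µM only.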
NTR1 ag: NTR1-driven beta-arrestin-GFP spot formation – imaging, U2OS cells, high content, primary screen (AID 493036). agonist mode. 330,000 compounds, 0.17% hits. activation, % at 20 µM;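 active means activation at or above 40% of the spot to cytoplasm intensity ratio, with at least 20 cells analyzed; inconclusive means wells under 20 cells, flagged as cytotoxic or low count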;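 further: 0% = DMSO without peptide and 100% = 100 nM NTR1 peptide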
Target sequence (P30989 whole entry, looked up): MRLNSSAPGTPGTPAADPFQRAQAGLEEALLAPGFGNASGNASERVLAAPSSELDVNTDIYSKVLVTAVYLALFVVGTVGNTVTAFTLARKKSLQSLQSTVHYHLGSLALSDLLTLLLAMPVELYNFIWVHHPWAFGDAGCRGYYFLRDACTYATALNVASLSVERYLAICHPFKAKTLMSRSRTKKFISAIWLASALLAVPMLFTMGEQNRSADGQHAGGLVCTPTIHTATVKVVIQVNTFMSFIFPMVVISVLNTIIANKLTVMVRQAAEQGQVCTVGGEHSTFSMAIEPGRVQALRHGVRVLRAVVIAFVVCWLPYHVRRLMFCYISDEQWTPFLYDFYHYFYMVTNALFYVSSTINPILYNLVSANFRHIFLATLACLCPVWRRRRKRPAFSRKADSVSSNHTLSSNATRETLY
Rac1 GTP hydrolysis: MgcRacGAP GTPase-activating activity inhibitors, confirmation, biochemical, ADP Hunter fluorescence | MgcRacGAP-stimulated Rac1 GTP hydrolysis, ADP Hunter fluorescence; higher % means a stronger effect; GST-tagged Rac1 F28L mutant substrate | inhibition, % at 30 µM, or IC50 in µM where a hit was titrated | 340,000 compounds, 0.6% hits | AID 624330;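 active means first-screen hits whose inhibition reached a set limit at any dose in the follow-up dose series; inconclusive means inhibition above the set first-screen limit but never retested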;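 further: fluorescence reports GDP produced by GAP-driven GTP hydrolysis; strong numbers were not always called active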
Hep lipid drop cells 6.5 µM: further read-out of Hep lipid drop, marked with its call; cell count; measured here: cell count, cytotoxicity flag;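 cells counted across two imaged fields per well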
T cell modulator vesicle-bound %: second read-out of T cell modulator, no call of its own (marks repeat the call); double positive events, %; measured here: CD8+ vesicle-bound cell fraction;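 binding gate set so that unloaded-vesicle control wells show 10% double positive cells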
NTR1 ag cell count 20 µM: also measured in NTR1 ag; calls as there; cell count; measured here: cell count, cytotoxicity flag
Active calls of the source: *; i = inactive; ? = inconclusive; / = no result given.

SMILES | GPR35 antagonists | GPR55 beta-arrestin | Large T inhibition | LYP phosphatase | GPR55 antagonists | T cell modulator | T cell modulator vesicle-bound % | Hep lipid drop | Hep lipid drop cells 6.5 µM | NTR1 ag | NTR1 ag cell count 20 µM | Rac1 GTP hydrolysis
O=C(Nc1ccnn1C1CCN(C/C=C/c2ccccc2)CC1)C1CCCC1 | 9% | 0.0% | -1% | -8% | -19% | i | 72 | 20 | 644 | 0.4 | 48 | -1%
C=CCNC(=O)c1c(N)n(-c2ccc3c(c2)OCO3)c2nc3ccccc3nc12 | 14% | -0.2% | 3% | -6% | 0% | i | 19 | / | / | 0.7 | 38 | 1%
COc1ccccc1N1C(=NC(=O)CCc2ccccc2)SC2CS(=O)(=O)CC21 (centres undefined) | -11% | -0.1% | 11% | -10% | 22% | i | 42 | -13 | 691 | 0.1 | 55 | 14%
COc1ccc(NC(=O)CCC(=O)c2ccc(C(C)C)cc2)cc1 | 1% | 0.6% | 3% | -6% | -11% | i | 49 | -10 | 776 | -0.8 | 64 | 12%
CN(C)CCCN=Cc1c(O)n(Cc2ccc3c(c2)OCO3)c(=O)c2ccccc12 | -1% | 0.8% | 5% | -5% | 15% | i | 55 | 11 | 682 | 2.4 | 56 | /
CN(C)c1ccc(/C=N/NC(=O)CCc2c[nH]c3ccccc23)cc1 | 2% | -0.8% | 8% | 3% | 1% | i | 51 | 4 | 698 | -1.8 | 77 | 15%
COc1ccc(-c2noc(N3CCC(C(=O)Nc4ccccc4OC)CC3)n2)cc1 | -1% | -0.1% | 12% | -4% | 8% | i | 28 | -43 | 767 | 0.3 | 94 | 8%
CN(C)S(=O)(=O)c1ccc(C(=O)NCc2nnc(SCC(=O)Nc3ccc(F)cc3)n2-c2ccc(F)cc2)cc1 | -6% | 0.2% | 14% | -4% | -2% | i | 4 | -16 | 531 | 1.2 | 46 | 5%
O=C(NCCN1CCCC1=O)C1CCC(=O)N(CCc2cccc(F)c2)C1 (centres undefined) | -4% | 0.3% | 24% | -2% | 7% | i | 19 | -3 | 830 | 1.6 | 59 | 7%
O=C(CCNS(=O)(=O)c1ccc2[nH]c(=O)oc2c1)Nc1cccc(Br)c1 | 18% | -0.1% | 19% | -8% | 10% | i | 42 | -6 | 778 | 0.3 | 68 | 6%
CC(C)CN(C(=O)COC(=O)CCC(=O)c1ccc(Cl)cc1)c1c(N)n(Cc2ccccc2)c(=O)[nH]c1=O | / | / | 14% | / | / | i | 41 | / | / | 0.7 | 62 | 5%
Cn1nc(Cc2n[nH]c(=S)n2C)c2ccccc2c1=O | 7% | -0.1% | 15% | -3% | 13% | i | 58 | 20 | 762 | -0.8 | 64 | 7%
CCCC(=O)Nc1ccc2c(c1)nc(CCN1CCN(c3ccccn3)CC1)n2C | 19% | -0.2% | 1% | -12% | 3% | i | 49 | 5 | 823 | 2.1 | 82 | 13%
COC(=O)C1=C(O)/C(=C\c2ccc(CNC(=O)C(=O)Nc3ccc(C)c(C)c3)o2)N=C1C | 5% | -0.1% | 32% | 1% | -8% | i | 52 | / | / | 1.7 | 62 | 4%
O=[N+]([O-])c1cc(C(F)(F)F)ccc1Oc1cccnc1[N+](=O)[O-] | 1% | -0.3% | 12% | -5% | -3% | i | 41 | -3 | 688 | -0.4 | 79 | 5%
Cc1nc2ccc(NC(=O)c3ccc(S(=O)(=O)N(C)c4ccccc4)cc3)cc2s1 | -20% | -0.4% | 10% | 2% | 5% | i | 30 | -6 | 598 | 19 | 53 | 5%
COc1ccc(CCNC(=O)c2cnn(-c3ccc(C)c(C)c3)c2NC(=O)c2ccco2)cc1OC | -9% | -0.4% | 5% | 1% | -2% | / | / | 6 | 714 | 2.4 | 81 | 12%
O=C(Nc1cccc(S(=O)(=O)C(F)F)c1)c1ccc(S(=O)(=O)N2CCOCC2)cc1 | -4% | 0.0% | 8% | -16% | 4% | i | 38 | -1 | 747 | 0.5 | 60 | 7%
Cc1cccc([C@@H]2[C@@H]3C(=O)N(Cc4ccccc4)C(=O)[C@@H]3[C@]3(Cc4ccc(Cl)cc4)C(=O)N(c4cccc(Cl)c4)C(=O)N23)c1 | / | / | 6% | / | / | i | 38 | / | / | 4.0 | 95 | 5%
COC(=O)c1scc(C#N)c1N/N=C(\C#N)S(=O)(=O)c1ccc(Cl)cc1 | -4% | -0.1% | 11% | -4% | 18% | i | 40 | -1 | 715 | -0.3 | 53 | /
O=C(CCn1c(=O)sc2ccccc21)NCc1ccccc1 | 13% | 0.2% | 3% | -11% | -2% | i | 20 | / | / | -2.0 | 56 | 0%
COc1ccc(NC(=O)/C(=C\c2ccc3c(c2)OCO3)NC(C)=O)cc1 | -10% | -0.1% | 9% | -3% | 11% | i | 26 | 22 | 669 | 2.5 | 48 | 6%
COc1cccc(C=Nc2ccc(C)c(F)c2)c1O | -6% | -0.3% | 5% | 4% | 2% | i | 26 | 2 | 690 | -1.3 | 45 | 5%
COCCn1c(=NC(=O)c2cc3ccccc3oc2=O)sc2cc(S(N)(=O)=O)ccc21 | -14% | 0.2% | 24% | 2% | 22% | i | 8 | -9 | 488 | 2.0 | 77 | -3%
O=C(c1ccc(Cl)cc1)c1cnc(-c2ccccc2)s1 | 0% | -0.1% | 2% | -4% | 4% | / | / | / | / | / | / | 3%
CCC[C@@H](CNC)NC[C@H](Cc1ccccc1)NCCCCc1ccccc1 | 0% | -0.2% | 2% | -7% | 1% | i | 18 | -5 | 762 | 26 | 61 | 8%
CN(C)n1cccc1/C=C(\C#N)S(=O)(=O)c1cccc(Cl)c1 | -3% | 0.0% | 10% | -1% | 18% | i | 45 | 30 | 655 | 0.3 | 62 | /
COC(=O)c1ccc(/C=C/c2c(-c3ccc(OC)cc3)oc3ccc(N4CCOCC4)cc23)cc1 | -10% | -0.3% | 9% | -7% | -9% | i | 16 | / | / | 6.3 | 87 | 7%
Cc1cc(C)c2oc(C(=O)N3CCN(Cc4ccccc4)CC3)cc(=O)c2c1 | -10% | 0.0% | 6% | -5% | 0% | i | 64 | -36 | 854 | 3.7 | 49 | 9%
CCOc1ccc(C(C(=O)NC2CCCC2)N(C(=O)CNC(=O)c2ccco2)c2cccnc2)cc1 (centres undefined) | 22% | 0.0% | -4% | -4% | 5% | i | 12 | -4 | 871 | 0.2 | 57 | -3%
c1ccc(OCc2nnc3sc(C4COc5ccccc5O4)nn23)cc1 (centres undefined) | -12% | -0.1% | 2% | 5% | -4% | i | 26 | / | / | -0.4 | 50 | 6%
Cc1ccc(-c2cn3c(=S)[nH]nc3s2)cc1 | 6% | -0.1% | ? | -1% | 16% | i | 22 | / | / | 0.7 | 42 | 22%
CCOC(=O)C1C(=O)CC(C)(O)C(C(=O)OCC)C1c1ccc(Br)cc1 (centres undefined) | 0% | -0.1% | 6% | -8% | -15% | i | 18 | / | / | -1.3 | 25 | 12%
COC(=O)c1ccc(NC(=O)c2cccnc2)cc1 | 6% | -0.1% | 7% | -5% | -14% | i | 54 | -14 | 765 | 0.8 | 70 | -5%
Cc1ccc(S(=O)(=O)Nc2cc(=O)[nH]c(SCC(=O)Nc3cccc(C)c3)n2)cc1 | 1% | 1.5% | 10% | -5% | -2% | i | 22 | 0 | 724 | 4.9 | 56 | 16%
COc1ccc(OC)c(S(=O)(=O)N2CCN(c3ccccc3)CC2)c1 | -1% | 0.0% | 10% | -9% | -10% | i | 57 | -12 | 814 | -0.2 | 70 | 5%
Cc1ccc(OCC(=O)NNC(=S)NC(=O)C(C)(C)C)c(Br)c1 | -6% | -0.2% | 14% | -2% | 14% | i | 20 | 3 | 693 | 7.6 | 47 | 11%
Cc1ccc(SCC2=NN(c3nc(C)cc(C)n3)C(=O)C2)cc1 | 2% | 0.0% | 7% | 0% | 5% | i | 33 | 7 | 758 | 2.0 | 60 | 5%
COc1ccc(Cn2ccnc2SCC(=O)Nc2cccc(NC(C)=O)c2)cc1 | 9% | -0.1% | 18% | -4% | 0% | i | 23 | 5 | 708 | -0.6 | 56 | 0%
COC(=O)[C@@]1(Cc2ccc(OC)cc2)[C@H]2c3cc(C(=O)N(C)C)n(C[C@H](O)CO)c3C[C@H]2CN1C(=O)c1ccccc1 | 13% | -0.1% | 3% | -6% | 16% | i | 16 | 6 | 749 | -2.2 | 97 | /
CCC(C(=O)NCc1ccco1)n1nc(C)c2c(C)n(-c3ccccc3)nc2c1=O (centres undefined) | 31% | 0.0% | 0% | -8% | 0% | i | 38 | 12 | 726 | -0.2 | 46 | 8%
O=C(CCN(NC(=O)c1ccccc1)C1=NS(=O)(=O)c2ccccc21)NC1CCCCC1 | 7% | -0.2% | 9% | -4% | -11% | i | 39 | 12 | 618 | -0.6 | 42 | 1%
O=[N+]([O-])c1cc(-c2ccc(/C=N/c3nc4ccccn4c3-c3ccco3)o2)ccc1Cl | -14% | -0.2% | 32% | 2% | 2% | i | 56 | 14 | 742 | 6.5 | 95 | 10%
COc1cccc(/C=N/Nc2nc3ccccc3[nH]2)c1OC | 3% | -0.1% | 15% | -9% | 8% | i | 13 | 20 | 715 | -1.1 | 40 | 22%

Assay outcomes as filed in PubChem.
